# PMI act satM6P: human PMI activators, high substrate, primary screen, biochemical, fluorescence intensity, near-saturating mannose 6-phosphate. Mannose-6-phosphate isomerase (Homo sapiens), P34949. coupled PMI enzyme assay, resazurin fluorescence, 20 min; stronger effect = higher value; 1 = untreated enzyme, 0 = substrate-free blank. activation factor at 20 µM. 190,000 tested, 0.34% active. AID 1216, 2008;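 active = activation factor of 2 or more at 20 µM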
# Target sequence (P34949 whole entry, looked up): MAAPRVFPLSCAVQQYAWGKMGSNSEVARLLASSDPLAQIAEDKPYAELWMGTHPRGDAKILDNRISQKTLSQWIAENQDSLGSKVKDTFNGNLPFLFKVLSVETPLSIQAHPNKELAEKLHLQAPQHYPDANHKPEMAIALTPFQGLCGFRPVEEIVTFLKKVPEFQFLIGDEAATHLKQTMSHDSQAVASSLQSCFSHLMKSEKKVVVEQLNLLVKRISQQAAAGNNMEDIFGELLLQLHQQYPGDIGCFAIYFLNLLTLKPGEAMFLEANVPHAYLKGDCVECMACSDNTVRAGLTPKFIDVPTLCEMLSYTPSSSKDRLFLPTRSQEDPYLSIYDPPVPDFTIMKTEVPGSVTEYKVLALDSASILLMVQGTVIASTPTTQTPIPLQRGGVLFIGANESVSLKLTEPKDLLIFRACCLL
#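 Technique: Diaphorase-driven resazurin-to-resorufin fluorescence, excitation 544, emission 590 nm | Assay system: Human PMI in coupled enzyme assay | Times: Enzyme reaction with compound 20 min at room temperature | Medium: HEPES-buffered pH 7.4 with magnesium and detergent | Reagent: Mannose-6-phosphate 1.0 mM (near-saturating) plus 0.22 mM NADP+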
# RAM network inh: inhibitors of the yeast RAM network, primary screen, dse1pr::URA3 reporter, 5-FOA selection; S. cerevisiae dse1pr::URA3 reporter, 5-FOA growth OD615, 2 d; analog-sensitive cbk1-as2 kinase mutant strain; inhibition, % at 50 µM; 190,000 tested, 1.8% active; AID 868, 2007;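 active = inhibition above a set limit, 3 SD over mean compound inhibition, cut at about 8.4% in these data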;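 note: 0% = DMSO-only wells with no growth and 100% = 10 µM 1-NA-PP1 full growth; inhibition rescues growth on 5-FOA so higher OD means more RAM inhibition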
# Hsp70 activator: Hsp70 transcriptional activators, primary screen, cell-based, HeLa, Hsp70 promoter luciferase, luminescence, 10 µM; 200,000 tested, 0.04% active; HeLa Hsp70 promoter luciferase reporter; scaled: vehicle 0, proteasome-inhibitor control 100%; AID 1203, 2008; activation, % at 10 µM;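 active = activation above the mean across all tested compounds plus 3 SD, cutoff set per campaign, cut at about 5.5% in these data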;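 note: 100% = MG132 at 30 µM as the positive control and 0% = DMSO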
# TLR4-MyD88 BLA: inhibitors of TLR4-MyD88 association in cells, primary screen, cell-based, HeLa CL3-4, BLA complementation, FRET ratio; Toll-like receptor 4 (Homo sapiens) + Myeloid differentiation primary response protein …; HeLa CL3-4 TLR4/MyD88 BLA complementation; inhibition, % at 8.4 µM; 200,000 tested, 0.18% active; in the data active = inhibition above about 25%;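 note: 0% = vehicle and 100% = reference inhibitor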
# Redox H2O2 prof: compounds producing H2O2 with reducing agent – biochemical, NIH compound library profiling, artefact control for MLSCN library redox annotation, primary screen; DTT-dependent redox cycling H2O2, phenol red/HRP absorbance; 100% = 100 µM peroxide control, 0% = buffer; activation, % at 10 µM; 200,000 tested, 0.03% active; AID 878, 2007;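 active = activation of at least 50% relative to the plate's high and low controls in the primary single-dose screen; inactive = activation below 50%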;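 note: compound incubated with DTT at 0.8 mM final as the reducing agent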
# S1P3 antag: S1P3 receptor antagonists, primary screen, cell-based. Sphingosine 1-phosphate receptor 3 (Homo sapiens), Q99500. CHO S1P3 NFAT-BLA reporter, FRET fluorescence, antagonist mode. inhibition, % at 4.98 µM. 170,000 tested, 0.27% active. AID 485, 2006;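 active = inhibition above the plate cutoff, the mean inhibition of test wells on that plate plus 3 SD, cut at about 28% in these data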;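 note: cells challenged with S1P at its EC80 of 0.8 µM; blue over green emission ratio from cleaved BLA substrate after 4 h stimulation; 0% = S1P-stimulated wells and 100% = unstimulated DMSO-only wells; some compounds past the cut are filed as inactive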
# Target sequence (Q99500 whole entry, looked up): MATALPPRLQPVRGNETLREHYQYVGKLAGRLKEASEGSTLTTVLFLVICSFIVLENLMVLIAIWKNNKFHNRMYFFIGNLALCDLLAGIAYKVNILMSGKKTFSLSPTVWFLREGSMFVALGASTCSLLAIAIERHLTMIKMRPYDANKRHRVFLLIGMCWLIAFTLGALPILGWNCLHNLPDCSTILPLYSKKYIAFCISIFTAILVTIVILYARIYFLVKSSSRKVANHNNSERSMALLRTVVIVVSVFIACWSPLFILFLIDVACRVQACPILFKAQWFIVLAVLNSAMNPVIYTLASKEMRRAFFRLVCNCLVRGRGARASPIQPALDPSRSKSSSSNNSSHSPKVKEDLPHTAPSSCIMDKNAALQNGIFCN
# Lmaj promast: Leishmania major promastigote growth inhibition, primary screen; Leishmania major promastigotes, resazurin fluorescence viability; inhibition, % at 10 µM; 200,000 tested, 9% active; AID 1063, 2008;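 note: promastigotes grown with compound for 44 hours at 28 °C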
# Diaphorase act: compounds boosting diaphorase resazurin reduction – biochemical, uHTS, resorufin fluorescence, counter-screen for diaphorase-coupled primary assays, primary screen; activation factor at 20 µM; AID 1229, 2008; 190,000 tested, 0.005% active; Diaphorase/resazurin coupled assay, 16 min; stronger effect = higher value; 1 = vehicle wells, 0 = NADH-free wells;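 active = diaphorase activity raised at least twofold by the compound at 20 µM; inactive = activation factor below 2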
#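 Material: Clostridium kluyveri diaphorase, purified enzyme; Quantity: enzyme 0.07 U/mL final; Medium: HEPES pH 7.4 buffer with MgCl2 and Tween 20; Dosing: single compound dose of 20 µM, 1% DMSO final; Schedule: 16 min reaction at room temperature; Measured by: red resorufin fluorescence at 544/590 nm excitation/emission.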
# G6PDH counter: L. mesenteroides G6PDH inhibitors, counter-screen for G6PDH-coupled screening assays, biochemical, Leuconostoc mesenteroides enzyme. glucose-6-phosphate dehydrogenase [Leuconostoc mesenteroides]. Purified L. mesenteroides G6PDH, diaphorase/resazurin coupled fluorescence, 45 min. inhibition, % at 5 µM. 200,000 tested, 0.12% active
# Diaphorase inh: diaphorase inhibitors and chemical oxidizers, primary screen, counter-screen for diaphorase-coupled primary assays, biochemical, uHTS, resorufin fluorescence; diaphorase resazurin-to-resorufin fluorescence, NADH, 16 min; bacterial (C. kluyveri) enzyme, not human; inhibition, % at 20 µM; 190,000 tested, 0.69% active;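 active = primary screen inhibition at 20 µM above a set limit, cut at about 50% in these data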;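 note: plate controls were DMSO with full reaction for no effect and wells lacking NADH for full effect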
#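 Benchmarks: positive control wells lacking NADH, neutral wells with DMSO only. System: bacterial diaphorase enzyme (C. kluyveri). Input: 0.14 U/mL diaphorase, enzyme working solution. Detection: resorufin fluorescence, excitation 544 nm, emission 590 nm. Times: 16-min room-temperature incubation before reading.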
# PMI activator: activators of human PMI, primary screen, biochemical, fluorescence intensity, near-Km mannose 6-phosphate; AID 1214, 2008; Mannose-6-phosphate isomerase (Homo sapiens), P34949; activation factor at 20 µM; 190,000 tested, 0.005% active; purified human PMI, coupled resazurin fluorescence, 20 min; stronger effect = higher value; 1 = vehicle control, 0 substrate-free wells;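 active = activation factor of 2 or more at 20 µM, relative to plate controls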
# Starred values were filed as active, the others as inactive; nt = no result given. Cut-off read from the data, not from the text of the source, unless noted: active = inhibition above about 50%; inactive = the rest. Outcome played no part in choosing rows; any-hit rate near 12%.
# The first 2 records as a preview:
SMILES,PMI act satM6P,RAM network inh,Hsp70 activator,TLR4-MyD88 BLA,Redox H2O2 prof,S1P3 antag,Lmaj promast,Diaphorase act,G6PDH counter,Diaphorase inh,PMI activator
CCc1ccc(C2CC(=O)N(c3ccc(F)cc3)C3=C2C(=O)OC3)cc1 (stereo unspecified),1.1,1.8,-0.4,8,-0.3,-6,-2,1,7,0,1.1
CCCC(=O)O[C@H]1C[C@@H](C)N(C(=O)c2ccccc2)c2ccc(C)cc21,0.8,0.9,-0.3,-17,2.6,nt,5,0.8,10,17,0.9

# Main list, from the first entry:
SMILES,PMI act satM6P,RAM network inh,Hsp70 activator,TLR4-MyD88 BLA,Redox H2O2 prof,S1P3 antag,Lmaj promast,Diaphorase act,G6PDH counter,Diaphorase inh,PMI activator
CCc1ccc(C2CC(=O)N(c3ccc(F)cc3)C3=C2C(=O)OC3)cc1 (stereo unspecified),1.1,1.8,-0.4,8,-0.3,-6,-2,1,7,0,1.1
CCCC(=O)O[C@H]1C[C@@H](C)N(C(=O)c2ccccc2)c2ccc(C)cc21,0.8,0.9,-0.3,-17,2.6,nt,5,0.8,10,17,0.9
Cc1ccc(NC(=O)c2cnn(C)c2)cc1[N+](=O)[O-],0.8,1.2,-0.1,-1,-0.4,3,5,0.8,-1,24,0.9
Cc1ccc(OCCCC(=O)Nc2ccccc2C(F)(F)F)cc1,1,1.8,-0.3,-6,0.3,nt,-8,0.9,0,8,1
Oc1ccccc1C=NC1=NN(c2cccc(C(F)(F)F)c2)CC1,0.8,2.5,-0.4,-5,-0.4,nt,-3,0.7,8,28,0.8
O=C(COC(=O)c1ccc(Cl)c(S(=O)(=O)N2CCN(c3ccc(F)cc3)CC2)c1)Nc1cccc(Cl)c1,0.9,2.5,0.1,2,0.0,-12,-9,0.7,-2,30,0.9
COC(=O)CSc1nc2ccccc2o1,1.1,0.7,-0.3,13,1.4,nt,-3,1,-2,0,1
O=C(COc1ccccc1)Nc1ccc2c(c1)Cc1cc(NC(=O)COc3ccccc3)ccc1-2,0.9,6.4,-0.3,-7,0.8,-4,-8,1.1,3,-8,0.9
O=C(NCc1ccccc1)C1CCN(S(=O)(=O)c2cc([N+](=O)[O-])ccc2Cl)CC1,1,1.0,-0.3,8,0.1,-5,3,1,9,3,0.9
CCOC(=O)c1c(NC(=O)CN2C(=O)NC3(CCCCC3)C2=O)sc(C)c1-c1ccc(C)cc1,1,1.5,-0.2,11,0.4,-3,3,0.8,-5,15,0.8
Cc1c(NC(=O)Cn2[nH]c(=O)c3ccccc3c2=O)c(=O)n(-c2ccccc2)n1C,0.9,3.4,0.1,0,0.4,nt,2,1,4,0,0.8
O=C(Nc1ccc2oc(-c3ccc(F)cc3)nc2c1)c1ccccc1F,1,5.4,-0.4,-1,3.4,-39,-9,1,1,2,1
O=C(CCSc1ccccc1)Nc1ccccc1C(=O)N1CCCC1,1,2.3,0.0,-17,0.4,12,-3,0.9,20,8,1
O=C(COC(=O)Cn1cnc2ccccc21)Nc1cc2c(cc1Cl)C(=O)c1ccccc1C2=O,1.8,5.8,-0.1,6,0.7,-6,11,0.8,24,16,1.5
C=CCn1c(NCc2ccc(N(C)C)cc2)nc2ccccc21,0.9,0.4,0.1,-9,0.3,10,33,1,-4,-3,0.9
COc1ccc(CCn2c(-c3ccco3)nc3nc4ccccc4nc32)cc1,1.3,1.3,-0.5,-28,-1.6,-25,18,1,-28,3,1.1
COc1ccc2c(c1)c(=O)c(C(=O)c1ccc(C)cc1)cn2CC(=O)Nc1ccc(F)cc1,1,3.6,0.0,0,0.0,-9,-1,0.9,9,14,1
COC(=O)c1ccc2c(=O)n(CCCCCC(=O)N3CCN(c4ccccc4)CC3)c(=O)[nH]c2c1,1,4.4,-0.3,-5,-0.5,9,17,0.9,6,11,1
Cc1[nH][nH]c(=O)c1C(c1ccc(-c2ccccc2C(=O)O)o1)c1c(C)[nH][nH]c1=O,1,3.2,1.4,3,-0.2,-24,-7,0.6,33,38,1
O=C(/C=C/c1ccco1)Nc1ccccc1N1CCOCC1,0.9,0.5,0.2,-11,-0.5,-13,-5,0.8,3,21,1
S=c1[nH]nc(-c2ccncc2)n1Cc1ccccc1,1.1,0.7,0.1,-10,-0.1,-4,4,1,9,2,1.2
O=C(O)C1CC=CCC1C(=O)Nc1ccc2c(c1)OCCO2 (stereo unspecified),0.8,2.0,-0.2,-8,0.2,nt,0,0.8,5,17,0.9
O=C(O)C1C2C=CC(C2)C1C(=O)NCc1ccc2c(c1)OCO2 (stereo unspecified),1.1,1.2,-0.2,16,0.4,-28,-5,1,4,3,1
NC1=NC(=Nc2ccccc2)c2ccccc21,1,2.1,0.8,-6,1.6,6,10,0.9,-3,9,0.9
O=C(CCCOc1ccc(Cl)cc1)N1CCCCCC1,0.9,0.3,0.4,23,-0.3,-17,1,0.9,8,8,0.9
Cc1cc(N2C(=O)C3C4C=CC(C4)C3C2=O)ccc1NC(=O)c1cccs1 (stereo unspecified),1,2.0,-0.3,-23,-0.3,-3,9,0.9,0,10,1
COc1nc(NCCC2=CCCCC2)nc(OC)n1,0.9,1.1,-0.1,-5,-1.2,-1,5,0.9,16,11,0.9
CC(CN1CCCCC1)C(=O)NNC(=O)C12CC3CC(CC(C3)C1)C2 (stereo unspecified),1,1.9,0.1,10,0.0,5,-7,1.1,3,-7,1
S=C(Nc1ccc2nsnc2c1)N1CCCCCC1,nt,0.5,0.2,1,-0.1,-10,-4,nt,60*,nt,nt
Fc1ccc(Cn2nnnc2C(c2cccs2)N2CCCCCC2)cc1 (stereo unspecified),1,0.3,-0.4,7,1.7,-2,5,1,0,4,0.9
O=C(C[n+]1cc(-c2ccccc2)n2c1CCCCC2)c1ccc(Br)cc1,1,-1.1,-0.3,4,1.0,-4,99*,1.1,10,-14,1
CSc1ccccc1C(=O)Nc1nc2ccccc2c(=O)[nH]1,1,1.8,-0.2,20,0.2,-7,13,0.9,7,12,0.9
Cn1ccnc1SCC(=O)Nc1sccc1C#N,0.9,0.4,-0.3,-10,0.1,-32,-1,0.8,7,16,0.8
CCCn1c(SCC(=O)Nc2nccs2)nnc1-c1cccnc1,0.9,1.3,0.2,-2,1.0,-32,-1,0.9,5,13,1
O=C(NC1CCS(=O)(=O)C1)c1ccc(-c2ccc(Br)cc2)o1 (stereo unspecified),0.9,4.2,0.1,-14,1.7,0,18,0.8,-8,16,1
CC(=O)Nc1cccc(Oc2ccc([N+](=O)[O-])cc2Cl)c1,1,2.6,-0.2,0,-0.4,1,6,1,-5,4,1.1
CC(C)CN=c1cc(-c2ccccc2)oc2ccc(Cl)cc12,1.1,0.4,1.3,1,1.9,nt,38,0.9,1,11,1
CC1CCN(S(=O)(=O)c2ccc(Oc3ccc([N+](=O)[O-])cc3)cc2)CC1,1,3.4,-0.2,-9,1.0,nt,-7,1,3,2,1
O=C(Cn1cnc2ccccc2c1=O)N1CCOCC1,1,3.6,-0.1,7,1.0,nt,-4,0.9,1,9,1
COC(=O)c1c(/N=C/N(C)C)sc2c1CCN(c1ncc(C(F)(F)F)cc1Cl)C2,1,0.7,-0.3,11,2.4,nt,0,1.1,6,-9,1
Cc1sc2nc(CN3CCCCC3)nc(Nc3ccc4c(c3)OCCO4)c2c1C,1,0.6,-0.2,-5,-1.0,-21,28,1.2,0,-20,1.1
Cc1nc2sc(-c3ccccc3)nn2c(=O)c1Br,0.9,1.6,0.3,5,-0.5,-12,2,0.9,-4,13,1
CN(Cc1ccccc1)C1CC(=O)N(c2ccc(C(=O)O)cc2)C1=O (stereo unspecified),1,0.2,-0.1,8,0.3,9,-9,0.9,-12,10,0.9
CCCCOc1ccccc1C(=O)NCCCCCC(=O)O,1.1,0.3,-0.3,-5,0.2,nt,-9,0.8,7,20,1.1
O=C(CN(C(=O)CCC(=O)Nc1nccs1)c1cccc(F)c1)NCC1CCCO1 (stereo unspecified),0.9,0.3,-0.5,-10,1.7,-17,-2,0.9,15,8,0.9
COc1ccc(C2C(C(=O)C(C)(C)C)=C(O)C(=O)N2Cc2ccccc2)cc1 (stereo unspecified),0.9,5.5,-0.4,-14,-0.3,-7,33,0.8,7,25,1
Cc1ccc(CNS(=O)(=O)NCc2ccccc2F)cc1,1,1.0,-0.4,1,-0.7,2,-6,0.9,-4,9,1
Nc1sc2c([n+]1CCCS(=O)(=O)[O-])CCCC2,0.8,1.8,0.2,-16,-0.2,4,-15,0.9,7,6,1
Cc1cc(NC(=O)CN2CCCCCCC2)no1,1,1.5,-0.4,2,3.8,-42,-3,0.8,4,18,1
O=C(Nc1ccc(Cl)cc1)OCc1ccccn1,0.9,-1.6,-0.1,8,2.2,nt,-2,0.7,1,26,0.9
CC(NC(=O)Cn1c(=O)oc2cc(S(=O)(=O)N3CCCC3)ccc21)c1ccccc1 (stereo unspecified),1,1.1,0.0,0,-0.5,nt,100*,0.9,11,12,1
COc1ccc(C(=O)Nc2cnc3sc(C)nn3c2=O)cc1,0.9,-0.4,-0.1,0,-0.3,1,-4,0.9,-3,6,0.9
O=[N+]([O-])c1ccc(Cl)c(S(=O)(=O)NCC2CCCO2)c1 (stereo unspecified),1,-0.1,0.2,-12,-0.7,-7,-5,0.9,-10,11,0.9
Cc1ccccc1Cn1c(C)cc(C)c(C#N)c1=O,1,2.0,-0.2,-4,-0.6,-19,8,1,7,-1,1.1

# Screens: PubChem BioAssay, several laboratories
